Source: PubChem BioAssay (several laboratories)
Calb biofilm kill – kills Candida albicans biofilms. AID 834. 85,000 tested, 0.14% active. inhibition, % at 6 µM. C. albicans biofilm + clotrimazole, Alamar Blue;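 active = inhibition above 20%; inactive = inhibition below 20%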;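 also: preformed 24 hr biofilms exposed to compound for 48 hr; 0% = biofilm without compound and 100% = blank killed by clotrimazole plus chlorhexidine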
VCAM1 TNFa inh – reduces TNF alpha induced VCAM1 expression in HUVEC. HUVEC TNFa-induced VCAM-1 immunofluorescence, high-content imaging. inhibition, % at 2 µM. 95,000 tested, 0.48% active. AID 802;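 active = inhibition above the batch mean plus 3 SD, with images confirmed as a hit by eye, cut at about 37% in these data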;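 also: 0% = TNF-stimulated DMSO wells and 100% = unstimulated control wells; not every result past the cut was called active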
CYP2C9 activ – activators of human CYP2C9. P11712. recombinant CYP2C9, luciferin-H conversion, luminescence; hits give high values; factor 1 = untreated enzyme, 0 = blocked. activation factor at 5 µM. 96,000 tested, 1.4% active. AID 1024;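 active = activation factor of 2 or more for CYP2C9 at a 5 µM dose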;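 also: 0 = sulfaphenazole-blocked wells and 1 = vehicle-only wells; values of inactives mirror those of a sister screen read the other way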
Target sequence (P11712 whole entry, looked up): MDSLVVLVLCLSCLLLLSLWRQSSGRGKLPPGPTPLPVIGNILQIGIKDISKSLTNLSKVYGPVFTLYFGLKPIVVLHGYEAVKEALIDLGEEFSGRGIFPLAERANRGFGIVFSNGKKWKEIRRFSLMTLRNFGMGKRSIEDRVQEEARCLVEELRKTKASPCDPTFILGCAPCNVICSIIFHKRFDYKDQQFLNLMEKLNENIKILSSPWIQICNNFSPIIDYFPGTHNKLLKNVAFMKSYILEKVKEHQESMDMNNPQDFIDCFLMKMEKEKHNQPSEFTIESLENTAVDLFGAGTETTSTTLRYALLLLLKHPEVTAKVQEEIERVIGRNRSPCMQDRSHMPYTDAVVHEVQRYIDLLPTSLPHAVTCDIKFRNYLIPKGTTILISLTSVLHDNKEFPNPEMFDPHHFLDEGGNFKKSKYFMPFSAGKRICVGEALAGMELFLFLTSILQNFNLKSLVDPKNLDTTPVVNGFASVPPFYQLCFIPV
CYP2C19 inhib – blocks human cytochrome P450 2C19; P33261; CYP2C19 Supersomes, luciferin-H EGE luminescence, 30 min; inhibition, % at 5 µM; 96,000 tested, 21% active;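 active = CYP2C19 inhibition above a set limit at 5 µM in the primary screen, cut at about 50% in these data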;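 also: plate controls were negative control wells for no effect and 2.5 mM tranylcypromine positive control for full effect; values of inactives mirror those of a sister screen read the other way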
CYP2C9 inh – blocks human cytochrome P450 2C9; P11712; CYP2C9 Supersomes, luciferin-H conversion, luminescence; inhibition, % at 5 µM; 96,000 tested, 20% active; AID 777;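 active = blocking of liver enzyme CYP2C9 beyond about 50% at 5 µM, limit read from the data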; also: values of inactives mirror those of a sister screen read the other way
HUVEC tox TNFa – HUVEC cytotoxicity counter-screen, TNF alpha stimulated; cell count reduction, % at 2 µM; 93,000 tested, 0.17% active; AID 848; HUVEC TNFalpha-stimulated, Hoechst cell count, imaging;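 active = cell count reduction exceeding the screen mean by over 5 SD, scaled to untreated wells per plate, cut at about 78% in these data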;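 also: cells counted after 24 h of TNF alpha exposure following the 1 h pretreatment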
HUVEC tox IL1B – toxic to HUVEC cells under IL-1B stimulation; HUVEC cell count loss, Hoechst imaging, IL-1B stimulated; cell count reduction, % at 2 µM; 94,000 tested, 0.41% active;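 active = cell count reduction more than 3 SD above the screen-wide mean, cut at about 70% in these data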;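 also: normalized per plate to untreated control cells as the no-loss baseline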
CYP2C19 activ – increases human CYP2C19 enzyme activity. P33261. recombinant CYP2C19, luciferin-H EGE luminescence; hits give high values; 0 = fully inhibited enzyme, 1 = untreated enzyme. activation factor at 5 µM. 96,000 tested, under 10 active. AID 1025;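 active = activation factor of at least 2 at 5 µM in the primary screen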;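 also: 0 = wells with 2.5 mM tranylcypromine and 1 = vehicle-only wells; values of inactives mirror those of a sister screen read the other way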
hDAT+cocaine – modulates human dopamine transporter uptake under cocaine | AID 449768 | B-score at 10 µM | Q01959 | 110,000 tested, 1.3% active | LLC-PK1 hDAT cells, [14C]-dopamine uptake with cocaine IC80; actives deviate in either direction;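 active = Z score or B-score, a plate-position-corrected score, falls beyond the plate's 99.7% confidence bounds, in either direction; inactive = both scores lie inside the 99.7% bounds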;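 also: scored against the spread of the other compound wells on the same plate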
Target sequence (Q01959 whole entry, looked up): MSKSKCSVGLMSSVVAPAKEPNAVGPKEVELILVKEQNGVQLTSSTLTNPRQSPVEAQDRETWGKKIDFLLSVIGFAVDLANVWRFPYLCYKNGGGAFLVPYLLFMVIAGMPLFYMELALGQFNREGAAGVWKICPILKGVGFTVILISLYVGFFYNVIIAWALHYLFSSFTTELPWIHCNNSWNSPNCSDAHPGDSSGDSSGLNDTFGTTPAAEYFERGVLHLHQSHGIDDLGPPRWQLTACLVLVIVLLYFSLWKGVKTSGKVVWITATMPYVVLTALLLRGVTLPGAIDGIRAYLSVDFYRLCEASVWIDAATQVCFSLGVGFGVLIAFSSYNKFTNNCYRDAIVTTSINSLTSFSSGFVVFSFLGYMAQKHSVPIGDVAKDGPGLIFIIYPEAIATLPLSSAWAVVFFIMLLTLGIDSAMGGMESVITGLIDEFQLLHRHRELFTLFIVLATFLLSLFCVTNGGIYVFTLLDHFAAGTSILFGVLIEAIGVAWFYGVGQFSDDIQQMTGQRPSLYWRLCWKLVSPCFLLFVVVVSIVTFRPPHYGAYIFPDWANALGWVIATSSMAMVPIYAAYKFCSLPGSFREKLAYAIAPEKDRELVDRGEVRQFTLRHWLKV
Numbers without * were called inactive; nt = not tested or not shown.

SMILES	Calb biofilm kill	VCAM1 TNFa inh	CYP2C9 activ	CYP2C19 inhib	CYP2C9 inh	HUVEC tox TNFa	HUVEC tox IL1B	CYP2C19 activ	hDAT+cocaine
CCNc1nc(NC(C)C)nc(N(C#N)CCOc2ccc(Cl)cc2Cl)n1	-9	2	0.9	77*	12	-7	-14	0.2	0.3
CSc1nc2ccccc2n1Cc1cccc(F)c1	3	4	0.7	40	28	3	-113	0.6	0.31
Cc1ccc(-c2nn3c(C)nnc3s2)cc1NC(=O)c1cccs1	5	9	0.5	26	49	-14	9	0.7	1.3
CCOC(=O)c1sc(NC(=O)CSc2nnc(C(C)C)n2C)nc1C	6	2	nt	nt	nt	-16	4	nt	1.1
O=C(NCc1ccco1)NCC(F)(F)F	5	-24	1.1	8	-9	-8	9	0.9	0.54
COc1cc2c(cc1NC(=O)c1cccc(Br)c1)CCCC2	nt	-6	1	-10	-2	-7	8	1.1	-0.0033
O=S(=O)(c1cccc(-c2nnc(SCc3ccc(Cl)cc3)o2)c1)N1CCCCC1	7	-17	0.1	69*	87*	-7	12	0.3	-0.47
C/C(=N\NC(N)=O)c1ccc(Cl)cc1	nt	9	0.8	15	16	-5	-20	0.9	nt
CC(=O)c1cccc(NC(=O)CN(c2cccc(F)c2)S(C)(=O)=O)c1	8	5	0.8	32	21	-33	4	0.7	-1.4
CCN=C1SC(CC(=O)NCCc2ccc(OC)c(OC)c2)C(=O)N1CC (stereo unspecified)	-1	10	0.8	17	22	-19	-21	0.8	0.18
CCOc1ccc(OCC(=O)Nc2ccc(S(=O)(=O)Nc3cc(C)nc(C)n3)cc2)cc1	6	-15	1	-5	-1	0	nt	1.1	-0.83
O=C(CCn1c(=O)[nH]c2ccccc2c1=O)N1CCN(c2ccc(Cl)cc2)CC1	nt	-10	0.8	13	15	8	34	0.9	0.26
CCCCN1C2CCCC1CC(NC(=O)C1CCCCC1)C2 (stereo unspecified)	3	23	nt	nt	nt	-21	-39	nt	-0.14
C=CCn1c(SCC(=O)Nc2sccc2C(N)=O)nc2ccccc2c1=O	1	-12	0.5	25	46	-10	7	0.7	0.35
COC(=O)c1sc(S(=O)(=O)N2CCCCC2)c(C(=O)OC)c1C	-3	-2	0.6	62*	39	65	15	0.4	-0.075

Three compounds drawn at random from the list so far, as already listed:
SMILES	Calb biofilm kill	VCAM1 TNFa inh	CYP2C9 activ	CYP2C19 inhib	CYP2C9 inh	HUVEC tox TNFa	HUVEC tox IL1B	CYP2C19 activ	hDAT+cocaine
CCOC(=O)c1sc(NC(=O)CSc2nnc(C(C)C)n2C)nc1C	6	2	nt	nt	nt	-16	4	nt	1.1
CCN=C1SC(CC(=O)NCCc2ccc(OC)c(OC)c2)C(=O)N1CC (stereo unspecified)	-1	10	0.8	17	22	-19	-21	0.8	0.18
CC(=O)c1cccc(NC(=O)CN(c2cccc(F)c2)S(C)(=O)=O)c1	8	5	0.8	32	21	-33	4	0.7	-1.4

The list goes on.
SMILES	Calb biofilm kill	VCAM1 TNFa inh	CYP2C9 activ	CYP2C19 inhib	CYP2C9 inh	HUVEC tox TNFa	HUVEC tox IL1B	CYP2C19 activ	hDAT+cocaine
Cc1nn(C)c(C)c1NC(=O)CCSc1nc(-c2ccco2)cc(C(F)(F)F)n1	nt	14	0.4	38	60*	1	-11	0.6	0.055
CCN1CCN(c2cc(C)c3cc(NC(=O)c4ccccc4F)ccc3n2)CC1	nt	18	0.9	18	10	4	4	0.8	0.29
CCc1ccccc1NC(=O)N1CCC(NC(=O)C(Cc2ccc(OC)c(OC)c2)NC(C)=O)CC1 (stereo unspecified)	3	15	0.9	4	14	-53	-4	1	-0.47
COc1ccc(-c2cccc(C(=O)Nc3ccc(C)cc3)c2)cc1	nt	0	0.9	-2	9	-8	14	1	0.5
COc1ccccc1OC(=O)c1ccc(SC)cc1OC	nt	nt	0.8	46	23	nt	20	0.5	0.21
Cc1ccc(S(=O)(=O)C(C#N)c2nc3ccccc3nc2N2CCN(C)CC2)cc1C (stereo unspecified)	6	-1	0.2	-14	75*	-24	-9	1.1	0.54
Cc1nc2nc(NCc3cccs3)nn2c(C)c1Cl	3	-4	0.9	-3	10	-7	0	1	0.24
Nc1c(NCCCN2CCOCC2)c2ccccc2oc1=O	8	2	1	-6	-2	2	-6	1.1	-0.097
N#Cc1c(C#N)c(-c2ccccc2)n(-c2ccc(C(=O)O)cc2)c1N	1	-24	1.1	-11	-8	5	-7	1.1	0.78
CCOC(=O)c1c(C)c(C(=O)NCC2CCCO2)c(C)n1CC (stereo unspecified)	4	nt	1.2	-12	-16	nt	nt	1.1	0.75
COC(=O)CSc1nc2sc3c(c2c(=O)n1C1CCCCC1)CCN(C)C3	9	20	0.5	78*	52*	-11	9	0.2	nt
CCc1ccccc1OCc1nnc(N)s1	5	nt	1.3	35	-26	nt	nt	0.6	-0.014
N#Cc1c(/N=C/c2ccco2)oc(-c2ccccc2)c1-c1ccccc1	-1	15	0.3	49	73*	-30	-26	0.5	nt
COC(=O)c1[nH]c(C)c(/C(O)=C2\C(=O)C(=O)N(CCN(C)C)C2c2cccs2)c1C (stereo unspecified)	nt	-1	1.1	-4	-6	-46	-11	1	0.52
CCCCCn1c(=O)[nH]c2cc(C(=O)NCc3ccco3)ccc2c1=O	-7	-3	0.7	22	34	-18	-8	0.8	1.2
O=C(C1CCCCC1)N1CCCn2c1nc1ccccc12	-3	-1	1.2	20	-20	3	-44	0.8	-2.9
OC(C#CCN1CCOCC1)c1cccs1 (stereo unspecified)	-1	15	1.2	4	-16	0	-14	1	-0.57
COc1ccccc1CNC(=O)c1ccc(OCc2c(C)noc2C)c(OC)c1	10	10	0.6	14	42	-28	-28	0.9	0.18
Cc1ccc(/C(C#N)=C\c2cn(C)c3ccccc23)cc1	3	20	0.1	80*	92*	1	32	0.2	-0.75
CC(C)CC(C(=O)N1CCc2ccccc2C1)N1C(=O)c2ccccc2C1=O (stereo unspecified)	9	26	0.8	34	25	-1	12	0.7	0.99
Cc1ccc(S(=O)(=O)N2C=CC(C(F)(F)F)=NCC2)cc1	2	15	0.9	32	6	-9	17	0.7	0.11
O=C(Nc1ccccc1)c1nnn(Cc2ccccc2)c1NC(=O)C(F)(F)F	0	-1	0.1	57*	86*	2	-1	0.4	-0.42
S=C(NCc1ccco1)N1CCN(Cc2ccco2)CC1	nt	1	1.1	9	-7	15	-25	0.9	-0.2
CCOC(=O)c1cccc(NC(=O)COC)c1	-1	8	1	-9	-2	-3	-1	1.1	1.1
CCCCn1c(=O)c2c(c3ccccc31)OCC(=O)N2	5	nt	1.1	6	-12	nt	nt	0.9	0.82
CCOC(=O)c1cc(NC(=O)NCc2ccco2)c(C)nc1C	-2	3	0.6	-1	43	0	-17	1	-0.73
O=C(Nc1ccc2snnc2c1)N1CCOCC1	4	-11	0.6	10	40	-7	-3	0.9	-0.62
COC(=O)c1cc(OC)c(OC)cc1NC(=S)N1CCCCC1	6	11	0.9	50*	7	-6	-19	0.5	0.0037
CCCN(C(=O)Cn1ncc2c(=O)oc3ccccc3c21)c1cccc(C)c1	3	-10	0.4	36	60*	-10	-4	0.6	0.27
COc1ccc(N2CCN(C(=O)c3cn(C4CCCC4)c(=O)c4c3c3ccccc3n4C)CC2)cc1	4	10	0.1	77*	90*	-11	6	0.2	nt
CN(C)S(=O)(=O)c1ccc2c(c1)nc(CCC(=O)NCC1CCCCC1)n2C	-1	17	0.7	5	30	56	-5	1	0.17
Cn1c(N)c(C(=O)COC(=O)C23CC4CC(CC(C4)C2)C3)c(=O)n(C)c1=O	10	-22	0.7	13	30	-8	0	0.9	1.7
CCCSc1nnc2c(n1)OC(c1cccn1C)N(C(C)=O)c1ccccc1-2 (stereo unspecified)	nt	17	0.7	6	27	-39	10	0.9	0.59
Cc1nn(-c2ccccc2)c(Cl)c1C(=O)Nc1ccccc1	nt	-21	1.5	39	-47	-31	4	0.6	1.3
O=C(Nc1nnc(COc2ccc(Cl)cc2)s1)c1ccc([N+](=O)[O-])cc1	nt	1	1	-14	-2	-5	-14	1.1	-0.36
O=C(Nc1cccc(Cl)c1)N1CCCC1	2	8	1.1	0	-15	2	-71	1	-1.5
O=C(Nc1cnn(Cc2ccc(Cl)c(Cl)c2)c1)c1nc2ncccn2n1	6	13	0.7	7	35	nt	-5	0.9	0.34
CC(=O)c1c(C)nc2ccccn12	4	nt	1.2	-12	-16	nt	nt	1.1	nt
Cc1c(NC(=O)c2ccc(N3CCCC3)c([N+](=O)[O-])c2)cccc1-c1nc2ccccc2s1	nt	-6	0.4	18	56*	-12	6	0.8	0.47
CCN(CC)CCOC(=O)c1c(C)oc2ccc(OC)cc12	2	-5	1.1	-12	-11	3	21	1.1	0.05
O=C(O)c1cccc(NC(=O)C2C3C=CC(C3)C2C(=O)OCC(F)(F)C(F)F)c1 (stereo unspecified)	5	-3	1	7	-2	-26	31	0.9	-0.28
COc1ccc(C(CC(=O)O)NC(=O)c2cccs2)cc1 (stereo unspecified)	11	nt	1	4	0	nt	nt	1	-0.4
COc1cc(CCC(=O)Nc2cc(Cl)ccc2N2CCN(C)CC2)cc(OC)c1OC	nt	-7	0.5	64*	46	2	15	0.4	-0.23
Clc1ccc(CN(Cc2ccccc2)C(c2cccs2)c2nnnn2C2CCCC2)cc1 (stereo unspecified)	0	24	0.9	8	9	-25	-19	0.9	-0.22
COc1ccc(-c2nc(CC(=O)O)cs2)cc1OC	4	-6	1.4	-4	-36	-22	12	1	1.2
CC(C)CN1C(=O)c2ccc(NC(=O)c3ccccc3F)cc2C1=O	3	-14	1.2	-8	-19	3	2	1.1	-1.4
CCS(=O)c1ccccc1C(=O)O (stereo unspecified)	6	11	0.9	7	5	-14	4	0.9	-1.8
O=C(CN(C(=O)Cn1nnc(-c2cccs2)n1)c1ccc2c(c1)OCCO2)NCc1ccccc1	6	14	0	60*	96*	8	-9	0.4	-1.3
Cc1ccc(-c2nc3cccnc3s2)cc1NS(=O)(=O)c1ccc2c(c1)OCCO2	7	5	0.3	-14	74*	-48	6	1.1	-0.82
Cc1cc(C(C)(C)C)oc1C(=O)Nc1ccc(CC(=O)O)cc1	-1	nt	1	-3	1	nt	nt	1	0.38
CC(=O)N1CCc2[nH]c3ccccc3c2C1	7	-9	0.9	33	13	-2	14	0.7	-1.5
CC(C)(C)C(=O)Nc1ccccc1C(=O)Nc1ccncc1	9	13	nt	nt	nt	-22	-18	nt	1.4
O=C(NC1CCCC1)C1CC(=O)N(CCc2ccccc2)C1 (stereo unspecified)	6	-35	0.9	16	10	-60	-12	0.8	-0.65
CCOc1cc(C(=O)O/N=C(\N)c2ccc([N+](=O)[O-])cc2)cc(OCC)c1OCC	nt	-18	0.8	5	20	-20	-13	0.9	-0.23
CC(=O)Nc1ccc(S(=O)(=O)N2CCCc3ccccc32)cc1	7	6	0.6	34	36	-14	-12	0.7	0.0096
COC(=O)c1ccccc1NC(=O)c1ccc(-c2ccccc2F)o1	-5	-5	1.1	-7	-9	6	-11	1.1	0.026
C/C(=N\O)C(=O)NCC1CCNCC1	2	1	1	-1	-1	7	-13	1	0.2
O=C(COC(=O)CCCNC(=O)c1ccc(Cl)cc1)NC1CC1	-2	5	1.1	-15	-12	3	-7	1.2	0.5
CCOP(=O)(c1ccc(N(C)C)cc1)C(O)c1ccc(Cl)cc1 (stereo unspecified)	2	17	1.1	80*	-10	44	21	0.2	-2.1
CCOc1ccc(NC(=O)CCSc2nc3c(c(CC)c2C#N)C(=O)CC(C)(C)C3)cc1	nt	20	0.1	90*	90*	0	-22	0.1	-0.77
